PrPC TRFRET = reduces human prion protein on the cell surface; AID 720596; cell surface PrPC, TR-FRET read-out; inhibition, % at 13.8 µM; 370,000 tested, 0.43% active; in the data active = inhibition above about 24%; also: 0% = median of the test wells and 100% = reference compound wells
Rv3671c protease = Rv3671c (M. tuberculosis) protease inhibition. inhibition, % at 5.96 µM. 320,000 tested, 0.048% active. AID 2606; in the data active = inhibition above about 38%;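 also: extracellular domain of Rv3671c used as enzyme; 0% = enzyme with DMSO and 100% = no enzyme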
BioA inh = blocks M. tuberculosis BioA enzyme activity; purified M. tuberculosis BioA enzyme, plate reader; inhibition, % at 9.99 µM; 360,000 tested, 0.096% active; AID 602481; in the data active = inhibition above about 40%; inconclusive = no clear call, values can overlap the other calls
BoNT F protease = blocks Botulinum neurotoxin F light chain protease | 360,000 tested, 0.22% active | inhibition, % at 10 µM | AID 588497 | Multiplex microsphere protease cleavage assay, flow cytometry; in the data active = inhibition above about 35%, passing the limit was not always enough; inconclusive = no clear call, values can overlap the other calls; also: plate controls were buffer without enzyme for full effect and enzyme alone for no effect
FBA Mtb inh = inhibits M. tuberculosis FBA enzyme; P9WQA3; purified M. tuberculosis FBA, fluorescence read-out; inhibition, % at 1 µM; 360,000 tested, 2.3% active; in the data active = inhibition above about 27%;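 also: 0% = vehicle and 100% = reference inhibitor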
Target sequence (P9WQA3 whole entry, looked up): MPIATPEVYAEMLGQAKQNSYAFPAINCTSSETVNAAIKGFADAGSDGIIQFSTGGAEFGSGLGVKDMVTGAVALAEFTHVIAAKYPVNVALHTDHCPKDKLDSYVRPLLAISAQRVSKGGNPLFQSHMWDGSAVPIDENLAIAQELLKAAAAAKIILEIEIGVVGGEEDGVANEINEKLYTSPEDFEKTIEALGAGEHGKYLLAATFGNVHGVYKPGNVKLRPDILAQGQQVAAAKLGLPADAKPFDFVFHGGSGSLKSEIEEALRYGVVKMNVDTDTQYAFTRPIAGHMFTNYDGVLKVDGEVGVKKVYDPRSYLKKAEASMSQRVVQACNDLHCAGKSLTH
UGM FP inh = inhibitors of M. tuberculosis UDP-galactopyranose mutase. AID 504406. 320,000 tested, 0.06% active. inhibition, % at 10 µM. purified UGM, fluorescence polarization probe displacement; in the data active = inhibition above about 10%, passing the limit was not always enough; inconclusive = no clear call, values can overlap the other calls
Target sequence (P9WIQ1 whole entry, looked up): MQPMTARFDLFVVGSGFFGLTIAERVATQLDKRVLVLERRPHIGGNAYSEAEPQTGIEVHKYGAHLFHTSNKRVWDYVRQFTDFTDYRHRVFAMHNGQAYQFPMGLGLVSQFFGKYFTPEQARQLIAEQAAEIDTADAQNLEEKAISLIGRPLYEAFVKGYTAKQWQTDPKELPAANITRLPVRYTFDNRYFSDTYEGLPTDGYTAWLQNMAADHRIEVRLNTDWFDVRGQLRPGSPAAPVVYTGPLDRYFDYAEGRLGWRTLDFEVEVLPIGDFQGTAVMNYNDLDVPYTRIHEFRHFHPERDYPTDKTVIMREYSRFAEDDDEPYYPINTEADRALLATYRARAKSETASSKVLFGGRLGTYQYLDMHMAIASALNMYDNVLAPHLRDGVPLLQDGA
MazEF act = MazEF (E. coli) toxin RNase activation | 350,000 tested, 0.32% active | P0AE70 | activation, % at 20 µM | AID 504720 | FAM/BHQ RNA-DNA oligo cleavage fluorescence, 5 h; in the data active = activation above about 50%
Target sequence (P0AE70 whole entry, looked up): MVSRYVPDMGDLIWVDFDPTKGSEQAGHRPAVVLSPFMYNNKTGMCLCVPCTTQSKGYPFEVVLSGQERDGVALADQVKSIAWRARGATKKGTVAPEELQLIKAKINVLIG
FadD28 binding = M. tuberculosis FadD28 bisubstrate binding inhibition; FadD28 bisubstrate probe binding, fluorescence polarization; inhibition, % at 12.5 µM; 360,000 tested, 0.22% active; AID 588549; in the data active = inhibition above about 8.5%, passing the limit was not always enough; inconclusive = no clear call, values can overlap the other calls
GDH-TPI counter = GDH-TPI coupled enzyme inhibition counter-screen; inhibition, % at 4.8 µM; GDH-TPI coupled enzyme counterscreen, NADH absorbance; 360,000 tested, 1.2% active; in the data active = inhibition above about 30%;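 also: 0% = DMSO wells and 100% = wells lacking the enzyme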
Numbers without * were called inactive; ? = inconclusive; . = not tested or not shown.

SMILES	PrPC TRFRET	Rv3671c protease	BioA inh	BoNT F protease	FBA Mtb inh	UGM FP inh	MazEF act	FadD28 binding	GDH-TPI counter
O=C(CNC(=O)c1ccccc1)OCC(=O)c1ccc(Cl)s1	-4	-8	0.6	2	1	-1.6	-3	1.2	-1
O=C(COc1ccc(Cl)cc1Cl)Nc1cccc(-c2ccc(N3CCOCC3)nn2)c1	1	.	-0.8	-4	-1	.	-11	-0.6	1
O=C(Nc1ccc(S(=O)(=O)N2CCCC2)cc1)C1CCN(S(=O)(=O)c2ccc(F)cc2)CC1	5	-3	-0.6	-2	-1	-0.2	-2	-3.4	-7
COCCNC(=O)C1(C)CCCN(C(=O)c2ccc3c(c2)CCO3)C1 (stereo unspecified)	-6	.	-0.7	-2	-1	.	.	-0.4	-2
COc1ccc(N2C(=O)c3ccccc3C(C)(C)C2=O)cc1	-1	-3	-0.6	6	-1	-1.8	5	-1.4	6
C[C@@H]1CC[C@]2(O[C@@H](CCO)C[C@@H](O)[C@@H]2O)O1	-3	-6	-3.8	-3	2	-0.4	13	-0.2	7
N#Cc1c(Cl)nc(Cl)c2c1CCN(Cc1ccccc1)C2	6	-6	.	-9	93*	2.1	-12	-1.2	1
CC1Cc2ccccc2N1S(=O)(=O)c1cccc(C(=O)N2CCCCC2)c1 (stereo unspecified)	2	.	.	0	-1	.	-7	-0.7	-5
Nc1nc(SCc2ccccc2Cl)[nH]c(=O)c1-c1ccccc1	2	-6	-0.5	7	2	1.0	32	-0.7	7
O=C(CN1C(=O)c2ccccc2S1(=O)=O)c1cccc(Br)c1	-2	0	-0.6	2	1	0.6	6	0.3	3
CC(C)Nc1ncnc2c1ncn2[C@H]1CN(Cc2cccs2)C[C@@H](CO)O1	-1	.	-1.5	5	4	.	.	-2.6	7
CCCNc1ncc2c(=O)[nH][nH]c(=O)c2n1	0	.	-2.2	-3	-2	.	8	-3.2	-1

2 neighbouring entries out of the list so far, quoted:
SMILES	PrPC TRFRET	Rv3671c protease	BioA inh	BoNT F protease	FBA Mtb inh	UGM FP inh	MazEF act	FadD28 binding	GDH-TPI counter
Nc1nc(SCc2ccccc2Cl)[nH]c(=O)c1-c1ccccc1	2	-6	-0.5	7	2	1.0	32	-0.7	7
O=C(CN1C(=O)c2ccccc2S1(=O)=O)c1cccc(Br)c1	-2	0	-0.6	2	1	0.6	6	0.3	3

Next compounds follow:
SMILES	PrPC TRFRET	Rv3671c protease	BioA inh	BoNT F protease	FBA Mtb inh	UGM FP inh	MazEF act	FadD28 binding	GDH-TPI counter
CNC(=O)C1CCN(S(=O)(=O)c2c(C)noc2/C=C/c2ccc(C)cc2)CC1	-8	0	-0.6	-5	1	-0.1	14	0.3	22
CCOc1ccc(Nc2ccc(C(=O)O)cc2[N+](=O)[O-])cc1	-59	-7	1.2	1	-9	1.7	9	-4.1	-12
CCOCCCNC(=O)CCCn1nc(C)n2c(cc3sccc32)c1=O	6	-3	2.1	-1	4	-1.3	2	1.9	-14
COc1cc(OC)cc(-c2nnc(NC(=O)CCS(=O)(=O)c3ccc(C)cc3)o2)c1	-7	-14	-1.8	?	-3	1.1	-3	-4.0	4
Cc1ccc(Nc2nc(Cl)c(C=O)s2)cc1Cl	-2	0	.	-8	6	-0.6	53*	-2.9	11
Cc1nnsc1C(=O)N1CCCC(Nc2ccc(C(C)C)cc2)C1 (stereo unspecified)	5	-3	-0.5	-12	-3	2.7	-4	-2.3	-14
COCCn1nnnc1C(c1ccccc1OC)N1CCN(c2ccccc2F)CC1 (stereo unspecified)	2	-7	1.8	9	10	0.6	-8	0.6	-12
CC(C)(C)c1cc(-c2n[nH]c(=S)n2-c2ccccc2F)n[nH]1	-2	1	2.7	?	-4	4.2	4	-2.5	0
Cc1c(OCC(=O)N[C@@H](Cc2c[nH]c3ccccc23)C(=O)O)ccc2c1oc(=O)c1ccccc12	5	-4	2.3	-6	7	0.8	-2	-4.7	-12
O=C(Nc1ccc2c(c1)OCO2)C1CC(=O)N(c2cccc(Cl)c2)C1 (stereo unspecified)	12	-4	-1.0	-3	2	2.4	11	-0.6	0
COC(=O)Cn1c(=O)c2c(n(Cc3ccccc3)c1=O)N/C(=C/c1ccc(Br)cc1)C2=O	-3	-7	.	-3	5	-0.9	-30	-0.6	19
O=C(CC(NC(=O)c1ccccc1Cl)c1ccccc1)Nc1ccc2c(c1)OCO2 (stereo unspecified)	5	0	-0.9	0	0	0.0	0	-3.9	-7
CCC(C)[C@H](NC(=O)N1CCC(C)CC1)C(=O)O (stereo partly specified)	2	5	.	-13	-2	2.0	-3	-0.3	-9
O=C(NCC1CCCO1)C1CCCN1C(=O)NC1CCCCC1 (stereo unspecified)	2	-7	-2.3	-1	5	-1.2	9	0.5	9
CCCCNc1nc(=S)[nH]c2cc(OC)c(OC)cc12	7	-3	3.8	-16	-2	1.4	0	-2.9	12
Oc1[nH]c2ccccc2c1C=Nc1ccc2c(c1)OCCO2	-14	.	.	-10	0	.	10	0.1	6
O=C(NCC1CCCO1)c1nn2cccnc2c1Cl (stereo unspecified)	-8	-1	14	12	1	0.0	8	0.8	15
Cc1cc(C)cc(N(CC(=O)Nc2ccc(Br)cc2)S(=O)(=O)c2c(C)[nH]c(=O)[nH]c2=O)c1	-1	-7	2.2	0	-2	1.6	-7	-7.7	5
O=C(CC1SC(N2CCCCC2)=NC1=O)Nc1ccc(C(=O)O)cc1 (stereo unspecified)	5	-1	-1.7	-9	-1	-1.8	3	0.3	-6
Cc1c(C)n(Cc2ccccc2)c2ncnc(NCCCN(C)C)c12	-13	0	.	-9	-1	-3.2	7	-2.3	-4
O=C(/C=C/c1cccc2ccccc12)c1ccncc1	18	-7	1.3	2	-3	-1.7	6	-4.9	6
COc1ccc(OCC(=O)NC(=O)c2ccccc2OC)c([N+](=O)[O-])c1	-3	3	.	-7	0	3.3	1	-0.7	3
CC(Sc1nc2ccccc2[nH]1)C(=O)NC1CCCCC1C (stereo unspecified)	6	-5	-0.4	6	1	3.2	-7	-3.2	2
CCc1nc2c(OCC(=O)c3ccc(Cl)cc3Cl)cccn2c1N(C)C(=O)c1cccs1	19	.	-2.0	6	0	.	.	-1.4	10
O=C(COC(=O)c1cnccn1)c1ccc(Cl)cc1	8	-8	.	-4	0	-3.0	-3	0.4	9
CC(C)(C)N(Cc1cc2ccccc2[nH]c1=O)C(=O)c1ccco1	12	6	1.3	-1	-1	-1.3	7	0.2	2
Cc1nc2ccccc2n1S(=O)(=O)c1cc(C(=O)O)ccc1Cl	0	7	-0.3	-11	0	3.2	14	-0.1	4
CC(=O)Nc1ccc(S(=O)(=O)NCC(=O)NCCCc2ccccc2)cc1	-9	-2	0.6	-11	0	-2.0	43	0.6	2
CCC(=O)OC1(C)C(=O)C=C2C=C(c3ccsc3)OC=C2C1=O (stereo unspecified)	.	-13	2.7	-8	-2	-1.3	-6	?	0
COCCCNC(=O)c1ccc(CS(=O)(=O)c2ccccc2C)o1	-5	-3	-0.2	-7	2	-3.7	-5	1.3	0
O=CN1CCc2scc[n+]2-c2ccccc21	-2	-5	-0.4	4	1	-1.5	7	-3.9	3
C/C(=N\NC(=O)c1ccccc1)c1c(C)[nH]n(-c2ccccc2)c1=O	-3	7	-0.9	1	2	0.5	0	-1.2	17
O=C1N(CN2CCN(c3cccc(Cl)c3)CC2)c2ccccc2C12OCCCO2	4	2	-3.9	6	3	-0.4	1	1.7	-1
CCCS(=O)(=O)N1CCCC(C(=O)N2CCOCC2)C1 (stereo unspecified)	7	-11	0.4	7	-1	-0.7	0	-2.8	-1
COCCC(=O)N1CCC(Oc2ccc(C(=O)N3C[C@H]4CC[C@H]3C4)cc2)CC1	7	-3	-1.3	-2	-1	-0.1	-2	0.7	3
COc1ccc(-c2cc(C(=O)N3CCCCC3)c3ccccc3n2)cc1OC	7	0	2.6	-18	7	-0.7	-10	-1.9	21
C=C(C)COc1ccc2c3c(c(=O)oc2c1OCC(=C)C)CCC3	0	-2	1.7	-17	8	0.1	-2	-2.1	17
CCOC(=O)c1c(NC(=O)c2cccs2)sc2c1CCC2	7	6	-1.1	-10	1	2.4	1	-1.8	2
CC1(C)C2CCC(C2)C1C/C=N/NC(N)=S (stereo unspecified)	-8	2	.	-7	-3	-0.2	-1	-2.3	1
O=C(C1CCN(S(=O)(=O)N2CCC3(CC2)OCCO3)CC1)N1CCC(Cc2ccccc2)CC1	-2	-10	0.5	-14	0	-1.2	-8	-2.0	-7
CC(C(=O)NC(C)(C)C)N(C(=O)CS(=O)CC(=O)Nc1ccc(F)cc1)C1CCCC1 (stereo unspecified)	-3	7	-0.2	-3	2	-0.8	7	.	9
CCOC(=O)N/N=C(\C)c1ccc(C)c([N+](=O)[O-])c1	-2	-6	3.3	4	-2	0.7	11	-3.5	1
COc1ccc(-c2noc(CCC(=O)NCCc3ccccc3)n2)cc1OC	10	.	-0.8	23	-1	3.4	3	0.8	5
COc1ccc(OCCC(=O)c2ccc(OC)cc2)cc1	9	-10	-1.0	-4	1	1.3	-2	-2.1	0
O=C(O)c1cccc(S(=O)(=O)N(Cc2ccccc2)c2ccccc2)c1	5	2	.	0	5	-1.9	3	-10.0	-11
Cc1nc2sc(C(c3ccco3)N3CC(C)OC(C)C3)c(O)n2n1 (stereo unspecified)	-5	1	0.4	-5	-1	-1.0	4	-2.5	3
CCn1c(=O)n(CC)c2cc([N+](=O)[O-])ccc21	-6	4	-0.1	2	0	0.6	-1	0.5	14
CC(C)/C=C1\CCc2c([nH]c3ccccc23)C1=O	1	-1	.	6	6	-1.7	2	1.7	0

Some of the entries so far, field by field.
> O=C(O)c1cccc(S(=O)(=O)N(Cc2ccccc2)c2ccccc2)c1
  PrPC TRFRET: 5 | Rv3671c protease: 2 | BioA inh: . | BoNT F protease: 0 | FBA Mtb inh: 5 | UGM FP inh: -1.9 | MazEF act: 3 | FadD28 binding: -10.0 | GDH-TPI counter: -11

> Cc1nc2sc(C(c3ccco3)N3CC(C)OC(C)C3)c(O)n2n1 (stereo unspecified)
  PrPC TRFRET: -5 | Rv3671c protease: 1 | BioA inh: 0.4 | BoNT F protease: -5 | FBA Mtb inh: -1 | UGM FP inh: -1.0 | MazEF act: 4 | FadD28 binding: -2.5 | GDH-TPI counter: 3

> CCn1c(=O)n(CC)c2cc([N+](=O)[O-])ccc21
  PrPC TRFRET: -6 | Rv3671c protease: 4 | BioA inh: -0.1 | BoNT F protease: 2 | FBA Mtb inh: 0 | UGM FP inh: 0.6 | MazEF act: -1 | FadD28 binding: 0.5 | GDH-TPI counter: 14

Continued:
SMILES	PrPC TRFRET	Rv3671c protease	BioA inh	BoNT F protease	FBA Mtb inh	UGM FP inh	MazEF act	FadD28 binding	GDH-TPI counter
O=C1C2C3C=CC(C3)C2C(=O)N1CCN1CCN(Cc2ccc([N+](=O)[O-])cc2)CC1 (stereo unspecified)	-11	-12	-1.3	-2	-2	-0.2	-3	-2.4	-7
N#CCC(=O)Nc1ccc(C(=O)OCC(=O)Nc2cc(-c3ccccc3)nn2-c2ccccc2)cc1	-1	.	2.4	0	0	.	-11	-0.5	12
CC(C)CC(=O)Nc1ccc(C(=O)COC(=O)C2CCC2)cc1	6	-5	-1.3	1	9	1.7	2	-1.5	4
CCC(C(=O)Nc1cccc(OC)c1)n1nc(C)c2c(C)n(-c3ccccc3)nc2c1=O (stereo unspecified)	0	-1	-0.2	-1	2	-1.9	7	-2.4	2
Cc1cccc(C)c1OCc1nnc(SCC(=O)Nc2ccccc2F)o1	-2	-3	-1.2	1	0	0.9	-2	-0.9	7
O=C(NCc1ccc(F)cc1)C1CCCN1S(=O)(=O)c1ccccc1C(F)(F)F (stereo unspecified)	-4	2	0.1	7	0	1.6	-2	-6.2	4
Cc1cc(C(=O)COC(=O)c2ccc[nH]c2=O)c(C)n1C1CC1	6	7	.	-3	-2	-1.2	3	-4.3	5
CCOc1ccc(CCNC(=O)CSc2nc3ncc(Cl)cc3[nH]2)cc1OCC	9	-13	0.1	4	0	-2.4	-1	-1.4	4
COc1ccc(CNC(=O)C(=O)NCC2OCCN2S(=O)(=O)c2cccs2)cc1 (stereo unspecified)	3	0	-1.2	-4	1	-3.7	3	-0.3	-1
O=C(Cn1ncc2c3ccccc3n(Cc3ccccc3)c2c1=O)N1CCN(c2ncccn2)CC1	.	-4	.	-4	3	1.6	-13	0.3	12
Nc1ncnc(Nc2ccc(F)cc2)n1	-2	1	-1.0	0	1	.	14	-5.3	-6
CSc1ccccc1NC(=O)CN(c1ccccc1)S(=O)(=O)N(C)C	-1	-9	-0.6	-2	5	-2.1	-2	-2.3	6
CC1CCN(S(=O)(=O)c2cccc(-c3nnc(-c4cccnc4)o3)c2)CC1	0	-13	6.6	-2	-4	-0.3	-2	-4.8	-4
